# KCNQ1 inh: inhibitors of human KCNQ1 potassium channel; AID 2642; hit rate 1.3% among 310,000; P51787; CHO-K1 KCNQ1, FluxOR thallium flux fluorescence; hits give high values; B-score at 10 µM;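 active = compounds whose thallium flux B-score, printed positive for inhibition, exceeds three library SD while starting fluorescence stays within three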;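 note: channel opened by potassium depolarization with thallium stimulus after 20 min compound exposure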
# KCNK3 inh: human KCNK3 channel inhibition, primary screen. AID 602410. B-score at 10 µM. O14649. CHO-KCNK3 thallium flux, FluxOR fluorescence; hits give low values. hit rate 0.84% among 340,000;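 active = B-score under library mean minus 4 SD, starting fluorescence ratio at most library mean plus 5 SD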;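 note: more negative B-score means stronger inhibition of thallium flux through KCNK3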
# PolyA inh: blocks polyadenylation in yeast reporter cells; S. cerevisiae SKY197-pL101 polyadenylation reporter, beta-gal luminescence; efflux-impaired pdr1/pdr3 knockout yeast; score 100 = 6 SD above DMSO; calls only at 12 µM; hit rate 0.02% among 300,000;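 active = lowest replicate activity score at least 50, where 100 means six control SD above control mean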;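 note: yeast exposed to compound for 9 h at 30 °C; higher score means more reporter readthrough which indicates perturbed polyadenylation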
# KCNQ1 pot: potentiators or activators of human KCNQ1 potassium channel. CHO-K1 KCNQ1, thallium flux FluxOR fluorescence; hits give high values. B-score at 10 µM. hit rate 0.35% among 310,000;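 active = fluorescence ratio B-score, a plate-corrected score, at least three library SD, with initial intensity B-score within 5 SD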
#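 Assay system: CHO-K1 cells stably expressing KCNQ1; Medium: assay buffer with matched DMSO; Also added: K+/Tl+ depolarizing stimulus; Dosing: single dose; Timing: dye 90 min, compound 20 min, room temperature; Measured by: kinetic FluxOR thallium fluorescence, 10-s 1-Hz baseline, 110-s post-stimulus read; Read-out: peak-minus-minimum fluorescence over initial fluorescence, negative-control normalized, B-scored.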
# Platelet DG rel: platelet dense granule release activity; hit rate 0.22% among 300,000; human platelet-rich plasma, SFLLRN dense granule ATP release, luminescence; inhibition, %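 (compounds screened at 7.5 µM in platelet-rich plasma)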; AID 1663;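 active = mean replicate score, as percent of positive control, at or above 50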
# hERG rescue: hERG (human) protection from proarrhythmic block; Q12809; activation (rescue from dofetilide block), less the hit threshold, % at 10 µM; hit rate 0.51% among 310,000; AID 1511; CHO-hERG, FluxOR thallium flux, dofetilide IC70 present;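 active = activation above the mean of controls blocked by dofetilide plus 5 SD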;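 note: thallium influx through hERG after potassium depolarization seen as dye fluorescence rise; in these data hits start at about 4.7%; inactives centre near -7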
# Target sequence (Q12809 whole entry, looked up): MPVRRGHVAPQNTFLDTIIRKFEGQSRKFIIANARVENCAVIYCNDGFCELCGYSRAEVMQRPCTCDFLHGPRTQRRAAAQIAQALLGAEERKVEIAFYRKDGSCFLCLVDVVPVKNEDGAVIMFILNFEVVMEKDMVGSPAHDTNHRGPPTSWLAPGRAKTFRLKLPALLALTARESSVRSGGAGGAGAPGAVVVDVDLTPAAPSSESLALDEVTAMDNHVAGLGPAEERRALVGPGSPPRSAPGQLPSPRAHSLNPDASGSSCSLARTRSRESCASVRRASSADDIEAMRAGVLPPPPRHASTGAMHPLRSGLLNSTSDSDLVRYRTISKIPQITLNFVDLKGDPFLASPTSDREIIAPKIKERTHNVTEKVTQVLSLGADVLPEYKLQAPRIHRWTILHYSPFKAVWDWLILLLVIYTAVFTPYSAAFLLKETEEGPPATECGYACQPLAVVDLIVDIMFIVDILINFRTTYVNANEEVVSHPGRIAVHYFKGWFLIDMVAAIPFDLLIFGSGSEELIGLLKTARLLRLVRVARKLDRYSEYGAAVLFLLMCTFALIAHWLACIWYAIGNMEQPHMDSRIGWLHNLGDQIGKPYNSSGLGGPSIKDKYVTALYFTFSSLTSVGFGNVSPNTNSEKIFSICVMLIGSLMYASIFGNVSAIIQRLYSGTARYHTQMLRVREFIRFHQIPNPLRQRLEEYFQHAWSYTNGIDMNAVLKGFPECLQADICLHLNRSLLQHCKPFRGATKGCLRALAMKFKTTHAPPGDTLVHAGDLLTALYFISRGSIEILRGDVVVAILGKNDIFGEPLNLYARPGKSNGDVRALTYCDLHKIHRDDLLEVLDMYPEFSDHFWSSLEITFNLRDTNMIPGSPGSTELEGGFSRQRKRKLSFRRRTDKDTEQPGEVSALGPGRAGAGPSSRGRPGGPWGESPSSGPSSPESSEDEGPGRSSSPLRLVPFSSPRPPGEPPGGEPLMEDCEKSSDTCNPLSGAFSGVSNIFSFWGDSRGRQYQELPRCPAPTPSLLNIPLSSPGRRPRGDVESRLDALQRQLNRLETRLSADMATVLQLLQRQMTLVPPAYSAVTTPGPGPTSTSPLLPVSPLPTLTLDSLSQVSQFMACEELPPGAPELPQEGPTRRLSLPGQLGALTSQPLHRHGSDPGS
# TRPC4 agonist: opens the mouse TRPC4 cation channel; HEK293 TRPC4beta/mu-opioid, Fluo4 calcium fluorescence; hits give high values; B-score at 10 µM; hit rate 0.49% among 310,000;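 active = B-score above 5 SD of library B-scores, and initial fluorescence ratio not above library mean plus 5 SD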;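 note: positive B-score marks a calcium rise read as TRPC4 activation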
#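 Test system: HEK293 cells stably co-expressing mouse TRPC4beta and mu-opioid receptor | Schedule: Fluo4 dye loading 45 min at room temperature, 110 s recording | Measured by: Kinetic Fluo4 calcium fluorescence, 5 s baseline at 1 Hz | Evaluation: B score of integrated ratio | Controls: Buffer (low) and maximal DAMGO (high)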
# Dyrk1A ADPGlo: blocks rat Dyrk1A kinase activity; hit rate 0.43% among 310,000; inhibition, % at 12.5 µM; Q63470; AID 504441; ADP-Glo luminescence, NFATc1 peptide; in the data active = inhibition above about 50%;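 note: plate controls were vehicle with enzyme for no effect and no enzyme for full effect; many of its hits are not listed in these tables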
# TRPC4 potent: allosterically enhances the mouse TRPC4 cation channel | Q9QUQ5 | AID 2227 | hit rate 0.42% among 310,000 | HEK293 TRPC4beta/mu-opioid, DAMGO EC20, Fluo-4 Ca2+ flux; hits give high values | B-score at 10 µM;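 active = B-score of calcium response area above 5 SD of library B-scores, with initial fluorescence ratio within 5 SD of library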;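 note: B-score of integrated fluorescence ratio over time as area under calcium response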
# TRPC4 block: inhibitors of mouse TRPC4 channel | hit rate 0.39% among 300,000 | HEK293 TRPC4beta/mu-opioid, DAMGO-evoked Fluo4 calcium flux; hits give low values | AID 2247 | B-score at 10 µM | Q9QUQ5;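 active = B-score over 3 SD under the library average, no early fluorescence shift, positive overall ratio signal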
#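 Assay system: TRPC4beta/mu-opioid receptor HEK293 cell line; compound dosing: single concentration per test compound; detection: Fluo4 Ca2+ flux fluorescence; evaluation: per-well B score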
# KCNK9 block: human KCNK9 channel inhibition; HEK293 KCNK9, FluxOR thallium flux fluorescence; hits give low values; B-score at 10 µM; hit rate 1.2% among 310,000;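 active = ratio B-score over 3 SD below the library mean, with starting fluorescence within 5 SD of its mean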;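 note: negative B-score means less thallium flux so channel inhibition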
# * marks the source's active call; other numbers are inactive results; i = inactive; · = no result given. Some of the compounds tested; count on the stated rates, not on these rows.
# Sample of the layout:
SMILES,KCNQ1 inh,KCNK3 inh,PolyA inh,KCNQ1 pot,Platelet DG rel,hERG rescue,TRPC4 agonist,Dyrk1A ADPGlo,TRPC4 potent,TRPC4 block,KCNK9 block
CCn1c(SCC(=O)N2CCCCC2)nc(O)cc1=O,i,i,i,i,0,-2,i,-4,i,i,i
CCn1cc([N+](=O)[O-])c(C(=O)NCc2ccc(Cl)cc2)n1,i,i,i,i,8,-4,i,-5,i,i,i
C=CCN(C#N)c1nc(OC)nc(N2CCCC2)n1,i,i,i,i,-1,-14,i,3,i,i,i
Cc1cc(C)n(-c2nc3c(c(=O)[nH]c(=O)n3C)n2Cc2ccccc2)n1,i,i,i,i,0,-2,i,0,i,i,i
OCCN(CC#CCn1c2ccccc2c2ccccc21)CCO,i,i,i,i,-15,-5,i,-58,i,i,i
O=C(c1ccco1)N1CCN(C(=O)c2cc(-c3ccc(F)cc3)no2)CC1,i,i,i,i,16,-5,i,5,i,i,i

# Results, previewed entries included:
SMILES,KCNQ1 inh,KCNK3 inh,PolyA inh,KCNQ1 pot,Platelet DG rel,hERG rescue,TRPC4 agonist,Dyrk1A ADPGlo,TRPC4 potent,TRPC4 block,KCNK9 block
CCn1c(SCC(=O)N2CCCCC2)nc(O)cc1=O,i,i,i,i,0,-2,i,-4,i,i,i
CCn1cc([N+](=O)[O-])c(C(=O)NCc2ccc(Cl)cc2)n1,i,i,i,i,8,-4,i,-5,i,i,i
C=CCN(C#N)c1nc(OC)nc(N2CCCC2)n1,i,i,i,i,-1,-14,i,3,i,i,i
Cc1cc(C)n(-c2nc3c(c(=O)[nH]c(=O)n3C)n2Cc2ccccc2)n1,i,i,i,i,0,-2,i,0,i,i,i
OCCN(CC#CCn1c2ccccc2c2ccccc21)CCO,i,i,i,i,-15,-5,i,-58,i,i,i
O=C(c1ccco1)N1CCN(C(=O)c2cc(-c3ccc(F)cc3)no2)CC1,i,i,i,i,16,-5,i,5,i,i,i
CC(C)N(Cc1ccccc1)C(=O)COC(=O)c1ccccc1SCC(=O)N1CCCC1,i,i,i,i,-11,-9,i,13,i,i,i
CC(C)OC(=O)c1c(NC(=O)c2cnn3c2NC(c2ccccc2)CC3C(F)(F)F)sc2c1CCCC2 (stereo not given),i,i,i,i,3,-7,i,2,i,i,i
COc1ccc(/C=C/C(=O)O/N=C(\N)c2ccccc2)cc1OC,i,i,i,i,5,-8,i,-4,i,i,i
Cn1c(=O)[nH]c(=O)c2c1nc(N1CCN(c3cccc(Cl)c3)CC1)n2CCCc1ccccc1,i,·,i,i,8,-9,i,·,i,i,i
COC(=O)CSc1nnc(-c2ccco2)n1Cc1ccco1,i,i,i,i,3,-7,i,3,i,i,i
COc1ccc2c(C)cc(SCC(=O)Nc3cccnc3Cl)nc2c1,i,i,i,i,2,-5,i,0,i,i,i
O=C(CSc1nnc(-c2ccncc2)n1Cc1ccco1)N1c2ccccc2Sc2ccc(Cl)cc21,i,i,i,i,11,-6,i,2,i,i,-6.6*
Cc1cc(C)cc(C(=O)NCC(=O)OCC(=O)Nc2ccc(C)cc2Br)c1,i,i,i,i,9,-9,i,2,i,i,i
Cc1c(Cl)cccc1NC(=S)N1CCOCC1,i,i,i,i,-1,-7,i,·,i,i,i
COc1ccccc1N1CCN(C(=O)c2ccncc2)CC1,i,i,i,i,-4,-4,i,4,i,i,i
Cc1ccc(NC(=O)/C=C\C(=O)O)c([N+](=O)[O-])c1,i,i,i,i,-5,-11,i,-7,i,i,i
COc1ccc(C2CCN(CC(=O)N(C)C)CC2O)cc1 (stereo not given),i,i,i,i,-4,-8,i,-1,i,i,i
O=C(CSc1nccn1Cc1ccccc1)NC1CCCC1,i,i,i,i,-9,-9,i,3,i,i,i
CCN1C(=O)/C(=C/c2ccc(C)s2)NC1=S,i,i,i,10*,-1,10*,i,-1,i,i,i
O=C(Nc1nc(-c2cccs2)c(-c2cccs2)s1)C1(c2ccccc2)CC1,i,i,i,i,-5,2,i,-2,i,i,i
CCC1(c2ccc(Cl)cc2)NC(=S)N(c2ccccc2)N1 (stereo not given),i,i,i,40*,-7,49*,i,0,i,i,i
CCC1CCCCN1CCCNC(=O)c1cn(CC(C)C)c(=O)c2cc(OC)c(OC)cc12 (stereo not given),i,i,i,i,-1,-9,i,2,i,i,i
O=[N+]([O-])c1ccccc1SN(Cc1ccccc1)c1ccccn1,i,i,i,i,8,-6,i,-2,i,i,-8.6*
Cc1ccccc1CC(=O)N1CC(C)OC(C)C1 (stereo not given),i,i,i,i,1,-5,i,-1,i,i,i

# Compound profiles, from the list above. Order of screens: KCNQ1 inh	KCNK3 inh	PolyA inh	KCNQ1 pot	Platelet DG rel	hERG rescue	TRPC4 agonist	Dyrk1A ADPGlo	TRPC4 potent	TRPC4 block	KCNK9 block
# `CCC1(c2ccc(Cl)cc2)NC(=S)N(c2ccccc2)N1` (stereo not given) in the list: i	i	i	40*	-7	49*	i	0	i	i	i
# `Cc1cc(C)n(-c2nc3c(c(=O)[nH]c(=O)n3C)n2Cc2ccccc2)n1` in the list: i	i	i	i	0	-2	i	0	i	i	i

# (cont.)
SMILES,KCNQ1 inh,KCNK3 inh,PolyA inh,KCNQ1 pot,Platelet DG rel,hERG rescue,TRPC4 agonist,Dyrk1A ADPGlo,TRPC4 potent,TRPC4 block,KCNK9 block
O=C1C(Cl)=C(NCCc2ccccc2)C(=O)N1CCc1ccccc1,i,i,i,i,-3,-7,i,5,i,i,i
O=C(/C(=N/N=C/c1ccc(O)c(O)c1O)c1ccccc1)c1ccccc1,i,i,i,i,-22,-15,i,6,i,i,i
COc1ccc2c(c1)O[C@H]1c3ccc(O)cc3OC[C@@H]21,i,i,i,i,1,-7,i,5,i,i,i
COc1ccc(C2c3c(oc4ccccc4c3=O)C(=O)N2c2ccc(C)cn2)cc1OC (stereo not given),i,i,i,i,0,-6,i,-9,i,i,i
COC(=O)c1cccc(C23CC4(C2)[C@H](CN(Cc2cccnc2)[C@@H]4c2ccccc2)C3c2ccc(C(F)(F)F)cc2)c1 (stereo not given in full),i,·,i,i,-3,-7,i,·,i,i,i
CC1CCCN(C(=O)COC(=O)c2ccc[nH]c2=O)C1 (stereo not given),i,i,i,i,-12,-10,i,3,i,i,i
COC(=O)CN1CCN(C(c2ccccc2)c2ccccc2)CC1,i,i,i,i,2,-14,i,-9,i,i,i
Cc1cccc(N(CC(=O)NC2CCCC2)C(=O)CS(=O)CC(=O)Nc2ccc3c(c2)OCO3)c1 (stereo not given),i,i,i,i,-8,-3,i,9,i,i,i
O=C(NCc1cccc(F)c1)C1CCC(=O)N(C2CC2)C1 (stereo not given),i,i,i,i,-6,-3,i,6,i,i,i
CCN1CCc2c(sc(NC(=O)Cc3ccccc3)c2C(=O)OC)C1,i,i,i,i,6,-8,i,-1,i,i,i
Cc1cccc2c(=O)cc(C)n(CC(N)=O)c12,i,i,i,i,0,-9,i,·,i,i,i
CN1CCN(c2cc(-c3ccccc3)nc3cc(-c4ccc(F)cc4)nn23)CC1,i,i,i,i,-1,-11,i,5,i,i,i
O=C1CSC(=S)N1/N=C/c1cc(Br)c(O)c(Br)c1,i,i,i,i,2,-33,i,25,i,i,-9.8*
COc1ccccc1NC(=O)C(=O)NCC(c1ccco1)N1CCc2ccccc21 (stereo not given),i,i,i,i,-3,-12,i,6,i,i,i
Cc1ccc(C(=O)Nn2cnnc2)cc1[N+](=O)[O-],i,i,i,i,13,-7,i,-14,i,i,i
O=C(O)c1nn(-c2ccc(Cl)cc2)ccc1=O,i,i,i,i,·,-3,i,6,i,i,i
CCOC(=O)c1cnn(-c2nc(-c3ccc(F)cc3)cs2)c1C(F)(F)F,i,i,i,i,-8,-9,i,-1,i,i,i
CCC(C(=O)OCC(=O)Nc1ccc(Cl)c(S(=O)(=O)N(C)C)c1)c1ccccc1 (stereo not given),i,i,i,i,-8,-4,i,1,i,i,i
Cc1cccc(NC(=S)NCc2cccn2C)c1,i,i,i,i,2,-14,i,1,i,i,i
O=C(CSc1nnnn1-c1ccc(O)cc1)Nc1ccc(N2CCOCC2)c(Cl)c1,i,i,i,i,0,-4,i,51*,i,i,i
C/C(=N\NC(=O)CCc1ccccc1)c1ccc(Br)cc1,i,i,i,i,0,-6,i,-1,i,i,i
Cn1c(C(=O)N2CCC(C(=O)N3CCOCC3)CC2)cc2sccc21,i,i,i,i,-1,-5,i,2,i,i,i
O=C(NCC(=O)N1CCCCC1)c1ccc(Br)o1,i,i,i,i,-13,-9,i,5,i,i,i
O=C(CSC1=Nc2ccccc2C2CC=NN12)Nc1ccc(F)cc1Cl (stereo not given),i,i,i,i,-6,0,i,4,i,i,i
Cc1nn(-c2ccccc2)c2[nH]c(=O)cc(C(F)(F)F)c12,i,i,i,i,-10,-7,i,5,i,i,i

# Remaining list, next part:
SMILES,KCNQ1 inh,KCNK3 inh,PolyA inh,KCNQ1 pot,Platelet DG rel,hERG rescue,TRPC4 agonist,Dyrk1A ADPGlo,TRPC4 potent,TRPC4 block,KCNK9 block
Cc1ccc(OC(=O)C2c3ccccc3Oc3ccccc32)cc1C,i,i,i,i,1,-14,i,3,i,i,i
O=C(NCc1ccccc1)C1=C[C@@H](c2ccc(Br)cc2)C[C@@H](OCCCCO)O1,i,i,i,i,0,-12,i,2,i,i,i
O=C(Cn1c(=O)c2cccn2c2ccccc21)Nc1ccc(F)cc1F,i,i,i,i,-2,-10,i,0,i,i,i
CC(=O)c1cccc(NC(=O)CN(c2ccccc2)S(C)(=O)=O)c1,i,i,i,i,1,-8,i,-7,i,i,i
Nc1cc(-c2ccc(Cl)cc2)nn1S(=O)(=O)c1ccccc1,i,i,i,i,-6,-12,i,3,i,i,i
Cc1ccc(O)c(-c2cc(C(=O)Nc3ccc(S(=O)(=O)Nc4nccc(C)n4)cc3)[nH]n2)c1,i,i,i,i,4,-10,i,-2,i,i,i
CC1CCCC(NC(=O)C2CCN(S(=O)(=O)N3CCCCCC3)CC2)C1C (stereo not given),i,i,i,i,6,-8,i,-2,i,i,i
COc1ccc(CCN=C(N)Nc2nc(C)cc(C)n2)cc1,i,i,i,i,-35,-9,i,1,i,-6*,i
CCOC(=O)c1ccccc1NC(=O)COC(=O)C1CC(=O)N(CCc2ccccc2)C1 (stereo not given),i,i,i,i,-8,-14,i,14,i,i,i
CCCn1nnnc1-c1cccc(Cl)c1,i,i,i,i,-8,-7,i,-9,i,i,i
CCn1c(SCc2ccc(C(=O)Nc3nccs3)cc2)nnc1-c1ccc(NC(C)=O)cc1,i,i,i,i,-1,-5,i,5,i,i,i
